Assay outcomes deposited in PubChem BioAssay by several laboratories.
CCHF vOTU inh – CCHFV vOTU protease inhibitors, primary screen, biochemical, Pep-AMC substrate, fluorescence; Crimean-Congo hemorrhagic fever virus L polyprotein viral ovarian tumor (vOTU) protease …; inhibition, % at 11.5 µM; hit rate 0.55% among 370,000; AID 651958, 2012; note: 0% = vehicle wells with enzyme and 100% = no enzyme wells
VHR inh abs – VHR1 phosphatase inhibitors, primary screen, biochemical, absorbance, uHTS; Dual specificity protein phosphatase 3 (Homo sapiens), P51452; recombinant VHR phosphatase, pNPP absorbance; inhibition, % at 13.3 µM; hit rate 0.52% among 290,000; in the data active = inhibition above about 50%; note: some compounds called inactive have numbers as strong as hits
Target sequence (P51452 whole entry, looked up): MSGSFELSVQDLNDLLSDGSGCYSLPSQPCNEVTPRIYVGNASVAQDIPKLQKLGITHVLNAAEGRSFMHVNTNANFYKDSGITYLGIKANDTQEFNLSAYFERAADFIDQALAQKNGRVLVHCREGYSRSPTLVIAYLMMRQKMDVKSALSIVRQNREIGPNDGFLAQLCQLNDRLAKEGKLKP
BoNT F protease – BoNT/F light chain protease inhibitors, primary screen, biochemical, flow cytometry, MLPCN library; Multiplex microsphere protease cleavage assay; inhibition, % at 10 µM; hit rate 0.22% among 360,000; AID 588497, 2011; in the data active = inhibition above about 35%, passing the limit was not always enough; inconclusive = no clear call, values can overlap the other calls; note: plate controls were buffer without enzyme for full effect and enzyme alone for no effect
Mtb UGM inh – M. tuberculosis UGM enzyme inhibitors, primary screen, biochemical, fluorescence polarization, single point. UDP-galactopyranose mutase (Mycobacterium tuberculosis (strain ATCC 25618 / H37Rv)), …. purified UGM, fluorescence polarization probe displacement. inhibition, % at 10 µM. hit rate 0.06% among 320,000; in the data active = inhibition above about 10%, passing the limit was not always enough; inconclusive = no clear call, values can overlap the other calls
GDH-TPI counter – GDH-TPI coupling enzyme inhibitors, primary screen, artefact control for M. tuberculosis FBA inhibitor project, biochemical, absorbance, full deck | GDH-TPI coupled enzyme counterscreen, NADH absorbance | hit rate 1.2% among 360,000 | inhibition, % at 4.8 µM | AID 588335, 2011;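 note: 0% = DMSO wells and 100% = wells lacking the enzyme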
Mtb FBA inh – Mtb FBA enzyme inhibitors, primary screen, biochemical, fluorescence, strain H37Rv; purified M. tuberculosis FBA, fluorescence read-out; inhibition, % at 1 µM; hit rate 2.3% among 360,000; in the data active = inhibition above about 27%;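 note: 0% = vehicle and 100% = reference inhibitor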
Target sequence (P9WQA3 whole entry, looked up): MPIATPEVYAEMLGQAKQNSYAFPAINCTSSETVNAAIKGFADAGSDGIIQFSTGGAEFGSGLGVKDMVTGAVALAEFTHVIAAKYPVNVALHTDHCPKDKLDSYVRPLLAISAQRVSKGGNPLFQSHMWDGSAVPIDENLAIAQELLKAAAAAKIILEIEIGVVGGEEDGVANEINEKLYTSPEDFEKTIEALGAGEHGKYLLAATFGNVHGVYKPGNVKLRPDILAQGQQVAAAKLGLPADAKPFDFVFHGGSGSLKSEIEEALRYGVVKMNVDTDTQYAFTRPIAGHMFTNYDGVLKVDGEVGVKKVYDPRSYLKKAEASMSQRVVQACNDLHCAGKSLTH
Mtb BioA inh – M. tuberculosis BioA enzyme inhibitors, primary screen, biochemical, plate reader, single point, HTS | 7,8-diaminopelargonic acid synthase BioA (Mycobacterium tuberculosis) | purified M. tuberculosis BioA enzyme | inhibition, % at 9.99 µM | hit rate 0.096% among 360,000; in the data active = inhibition above about 40%; inconclusive = no clear call, values can overlap the other calls
Rv3671c inh – Rv3671c serine protease inhibitors, primary screen, biochemical, fluorescence polarization, M. tuberculosis H37Rv | inhibition, % at 5.96 µM | hit rate 0.048% among 320,000 | AID 2606, 2010; in the data active = inhibition above about 38%;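 note: extracellular domain of Rv3671c used as enzyme; 0% = enzyme with DMSO and 100% = no enzyme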
Target sequence (P9WHR9 whole entry, looked up, the tested form may be a part): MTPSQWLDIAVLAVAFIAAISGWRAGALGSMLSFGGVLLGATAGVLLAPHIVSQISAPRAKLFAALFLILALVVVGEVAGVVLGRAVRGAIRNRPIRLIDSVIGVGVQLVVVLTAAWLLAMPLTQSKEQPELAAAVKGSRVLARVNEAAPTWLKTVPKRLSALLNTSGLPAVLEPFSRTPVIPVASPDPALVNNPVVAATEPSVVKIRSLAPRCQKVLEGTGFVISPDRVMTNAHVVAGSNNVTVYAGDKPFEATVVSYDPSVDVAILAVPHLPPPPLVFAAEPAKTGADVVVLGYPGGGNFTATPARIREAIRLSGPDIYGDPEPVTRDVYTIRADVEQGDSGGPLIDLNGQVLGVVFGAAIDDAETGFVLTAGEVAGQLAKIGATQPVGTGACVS
MazF activator – activators of E. coli MazEF toxin-antitoxin RNase, primary screen, biochemical, fluorescence, uHTS | FAM/BHQ RNA-DNA oligo cleavage fluorescence, 5 h | activation, % at 20 µM | hit rate 0.32% among 350,000 | AID 504720, 2011; in the data active = activation above about 50%
Target sequence (P0AE70 whole entry, looked up): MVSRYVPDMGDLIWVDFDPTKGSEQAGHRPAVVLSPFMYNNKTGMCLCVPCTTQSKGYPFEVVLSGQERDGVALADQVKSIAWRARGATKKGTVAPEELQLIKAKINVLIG
FadD28 binding – inhibitors of FadD28 bisubstrate probe binding, primary screen, biochemical, fluorescence polarization, single point | Mycobacterium tuberculosis FadD28 fatty-acid-AMP ligase | inhibition, % at 12.5 µM | hit rate 0.22% among 360,000; in the data active = inhibition above about 8.5%, passing the limit was not always enough; inconclusive = no clear call, values can overlap the other calls
Numbers without * were called inactive; ? = inconclusive; . = not tested or not shown. Cut-off read from the data, not from the text of the source, unless noted: active = inhibition above about 30%; inactive = the rest.

SMILES	CCHF vOTU inh	VHR inh abs	BoNT F protease	Mtb UGM inh	GDH-TPI counter	Mtb FBA inh	Mtb BioA inh	Rv3671c inh	MazF activator	FadD28 binding
CCOC(=O)c1sc(NC(=O)CSc2ncccn2)nc1C	6	-2	0	-2.2	1	1	-0.5	3	-18	-2.1
Cc1ccc(-n2nnnc2SCC(=O)NCC2(N3CCOCC3)CCCCC2)c(C)c1	17	.	-8	.	6	-2	0.4	.	4	-1.2
S=C(Nc1ccc(N2CCOCC2)cc1)Nc1ccc2snnc2c1	17	41	-14	1.3	4	6	.	-5	4	-1.9
CCC(C)c1ccc(NC(=O)Nc2cnccn2)cc1 (stereo not given)	8	15	8	-0.4	17	4	-2.4	-1	0	-0.5
O=C(OCc1nnc(-c2ccccc2)o1)C1CC(=O)N(CCc2ccccc2)C1 (stereo not given)	12	.	3	-1.7	10	5	0.9	1	4	-2.4
NS(=O)(=O)c1ccc(NC(=O)COC(=O)c2cnccn2)cc1	9	23	-14	0.9	-1	1	.	-4	10	-2.3
COc1ccc(NC(=O)C2CCC2)cc1S(=O)(=O)Nc1cc(C)ccc1Br	13	.	2	1.3	-6	-3	0.3	-25	-7	-4.1
CCOc1ccc(C(=O)NC(Cc2ccccc2)C(=O)OC)cc1 (stereo not given)	2	12	-4	0.2	7	4	0.1	-6	2	0.8
COc1ccc(CNC(=O)COC(=O)c2ccc3ncsc3c2)cc1OC	3	.	-4	0.0	3	1	-1.2	4	6	-0.8
COc1cc(OC)cc(C2C(C#N)=C(N)Oc3n[nH]c(-c4cccnc4)c32)c1 (stereo not given)	-2	10	0	2.0	-3	-2	0.3	-16	3	-16
Cc1cc(C)nc(NC2=NCC(=O)N2c2ccccc2)n1	11	-20	.	1.6	7	6	0.7	7	2	0.4
Cc1cccc(Nc2cnn(C34CC5CC(CC(CC(=O)O)(C5)C3)C4)c(=O)c2Cl)c1	-11	33	-6	3.7	18	-1	-6.8	-6	-9	1.1
COc1cccc(NC(=O)COc2cccnc2[N+](=O)[O-])c1	12	.	-3	-1.2	18	3	-1.1	2	7	-3.4
COc1ccc(/C=N/NC(=O)c2cccnc2)cc1CN1CCN(c2ccc(F)cc2)CC1	-13	7	-4	1.2	16	-1	.	10	9	-3.2
O=C(O)CCCN=Cc1c(O)c2ccccc2oc1=O	5	-33	0	0.0	13	-1	-1.0	-6	-6	-0.4
COc1cc(OC)c(C(=O)Nc2ccc(S(=O)(=O)N3CCCCC3)cc2)cc1OC	-4	.	9	-0.4	8	2	0.4	-3	1	-0.7
Cc1ccc2nc(-c3ccc(NC(=O)CN4C(=O)NC(C)(c5ccc(OC(F)F)cc5)C4=O)cc3)sc2c1 (stereo not given)	-26	-13	-4	-0.3	20	26	.	-50	-20	-0.3
COc1ccc(-n2nnc3c(=O)n(CC(=O)N4CCC(Cc5ccccc5)CC4)cnc32)cc1	1	20	1	-4.6	1	1	-2.4	2	-3	0.5
N#Cc1c(-c2ccccc2)nc(N2CCN(Cc3ccccc3)CC2)[nH]c1=O	8	-20	-4	3.7	2	2	1.1	-26	-7	0.6
CN=C1CN(O)C(c2ccccc2)=c2cc(Cl)ccc2=N1	5	.	-11	0.6	1	2	0.7	8	0	0.2
Cc1cc(S(=O)(=O)Nc2ccc(C(=O)NCC(c3ccco3)N3CCCC3)cc2)ccc1F (stereo not given)	-7	5	-39	1.8	0	-2	-0.4	-8	2	-1.9
Cc1c(NC(=O)NC2CCCCC2)cccc1[N+](=O)[O-]	8	1	-4	2.2	0	-1	-2.4	0	2	0.1
COc1cc(/C=C/CN2CCC(C(=O)NC(c3ccc(F)cc3)c3ccc4ccccc4n3)CC2)ccc1OC(C)=O (stereo not given)	0	.	-12	.	-8	0	0.2	.	.	-5.8
COc1ccc(NC(=O)C2=NNC(=O)CC2)cc1S(=O)(=O)N1CCCCC1	1	9	-2	-3.1	10	5	-1.4	-10	-21	-0.2
COc1ccc(C(CNC(=O)C(C)Sc2ccccc2)N2CCOCC2)cc1 (stereo not given)	-4	.	0	.	-1	2	-0.9	.	6	-3.1
CCCCNC(=O)C1(C)CCN1C(=O)c1csnn1 (stereo not given)	-4	.	4	.	14	1	-0.2	.	.	-0.7
COc1cccc(CNc2ccccn2)c1O	-5	-4	?	0.8	5	2	-0.6	4	7	-1.7
O=C(OCc1nc2ccsc2c(=O)[nH]1)c1cccc(S(=O)(=O)N2CCOCC2)c1	-2	.	-9	8.4	4	-2	-1.6	6	1	-3.2
Cc1c(C(=O)OC(C)C)sc(NC(=O)C2CCCO2)c1C(=O)OC(C)C (stereo not given)	6	14	-6	-0.1	12	4	-1.8	2	-4	1.1
CC(=O)NCC(=O)NC(C(=O)Nc1ccc2c(c1)OCCO2)c1ccccc1 (stereo not given)	3	18	2	0.4	-6	3	-0.3	6	2	-4.3

Entries of single compounds, quoted from the list.
`COc1ccc(/C=N/NC(=O)c2cccnc2)cc1CN1CCN(c2ccc(F)cc2)CC1` as listed: CCHF vOTU inh: -13; VHR inh abs: 7; BoNT F protease: -4; Mtb UGM inh: 1.2; GDH-TPI counter: 16; Mtb FBA inh: -1; Mtb BioA inh: .; Rv3671c inh: 10; MazF activator: 9; FadD28 binding: -3.2
`S=C(Nc1ccc(N2CCOCC2)cc1)Nc1ccc2snnc2c1` as listed: CCHF vOTU inh: 17; VHR inh abs: 41; BoNT F protease: -14; Mtb UGM inh: 1.3; GDH-TPI counter: 4; Mtb FBA inh: 6; Mtb BioA inh: .; Rv3671c inh: -5; MazF activator: 4; FadD28 binding: -1.9

Next part
SMILES	CCHF vOTU inh	VHR inh abs	BoNT F protease	Mtb UGM inh	GDH-TPI counter	Mtb FBA inh	Mtb BioA inh	Rv3671c inh	MazF activator	FadD28 binding
O=c1c2ccccc2nc(-c2ccco2)n1Cc1ccccc1	-6	25	12	0.9	8	0	.	-3	2	-5.4
Cc1ccc(OCC(=O)Nc2cccnc2Cl)cc1C	3	3	-15	0.9	3	-1	.	6	8	.
O=C(CSc1nnc(-c2cccs2)n1C1CC1)NC1CCS(=O)(=O)C1 (stereo not given)	-6	.	-6	-1.1	9	-1	0.9	-5	-25	-1.9
CCCCCC(=O)N1CC2(CC)CN(C(=O)CCCCC)CC(CC)(C1)C2=O	9	9	-8	3.5	9	2	0.0	-2	0	0.2
CC(C)N(CC(N)=O)c1ccc(S(=O)(=O)N2CCCC2)cn1	12	.	6	-0.8	-5	1	-1.9	3	3	-4.3
O=C(NCC1CCCO1)c1csc2c1CCCCC2 (stereo not given)	-5	24	-8	-2.1	-2	2	1.7	-3	2	-1.1
CCN(C(=O)c1cc2c(=O)[nH]c3ccc(C)cc3c2s1)c1ccccc1F	-8	21	.	-0.4	3	1	.	0	-15	-0.1
Cc1c(-c2ccc(Cl)cc2Cl)nc2ccccc2c1C(=O)NCCN1CCOCC1	-2	47	2	-0.4	-8	-3	1.1	9	3	-5.3
CCCCn1c(CN2CCN(c3ccc(F)cc3)CC2)nc2c1c(=O)n(C)c(=O)n2C	-8	12	-5	2.5	-8	3	-0.1	5	13	-0.4
CC(C)OC(=O)C1C(=O)CC(C)(O)C(C(=O)OC(C)C)C1c1cccc([N+](=O)[O-])c1 (stereo not given)	-4	-21	-4	-3.5	2	2	.	-8	0	-2.9
COc1ccc(OCCn2cc(C=O)c3ccccc32)cc1	0	-16	1	0.4	-1	-2	1.4	2	-5	-3.2
COc1ccc2c(c1)c(C(=O)CN1CCC3(CC1)OCCO3)c(C)n2Cc1ccccc1	4	18	-17	1.3	9	2	59*	1	13	-1.1
COc1ccc(N2CCN(S(=O)(=O)c3ccc4c(c3)NC(=O)CS4)CC2)cc1	-16	15	10	-0.1	6	0	-2.4	-5	9	0.0
O=C(O)CCN1C(=O)C2C3CC(C2C1=O)C1C(c2ccccc2)c2sc(=O)[nH]c2SC31 (stereo not given)	-4	-5	-6	0.1	-3	-5	.	-1	1	-3.4
NS(=O)(=O)c1cc2c(cc1Cl)NC(CSCc1ccccc1)=NS2(=O)=O	8	-3	-9	-1.1	-5	-3	-0.1	-6	9	-3.2
COc1cc(/C=C/C=C2/CC/C(=C/C=C/c3ccc(O)c(OC)c3)C2=O)ccc1O	24	.	-4	.	23	2	.	.	-18	2.2
COc1ccc(Cl)cc1S(=O)(=O)NC(C)C(=O)NCc1ccncc1 (stereo not given)	-5	22	-2	-0.8	-9	2	-3.6	5	5	-3.3
Cc1cccc(S(=O)(=O)NCC2CCCO2)c1 (stereo not given)	8	10	-11	-0.3	9	1	0.4	2	10	1.2
Cc1c(NC(=O)CSc2n[nH]c(=O)n2-c2ccccc2)c(=O)n(-c2ccccc2)n1C	5	30	-10	2.4	-8	1	.	5	5	-3.9
Cc1ccccc1CNC(=O)CCCn1ncn2c(cc3occc32)c1=O	12	8	-2	-0.2	0	0	12	-7	-1	-0.3
CC(=O)CCC(=O)N1CCCC(CNC(=O)c2ccc(-c3ccccc3)cc2)C1 (stereo not given)	-3	34	1	0.9	-16	0	.	-1	-1	-4.4
CC(C)N1C(=S)SC2CS(=O)(=O)C=C21 (stereo not given)	-6	27	-1	-0.5	14	1	-1.3	2	2	-0.6
c1ccc2c(-c3nnc4n3CCCCC4)c[nH]c2c1	-7	-13	4	0.3	0	3	1.3	3	2	1.4
O=C(Nc1ccncc1)Nc1cccc(C(F)(F)F)c1	21	6	1	-2.6	11	1	-0.3	-24	2	-6.4
CNC(=O)C12N=CNN=C1N(C)C(=O)N2C (stereo not given)	1	4	-4	0.9	-1	-6	0.3	-5	6	-2.8
Cc1nc(NC(=O)c2ccc(-c3cc4ccccc4oc3=O)cc2)ccc1Br	3	0	-8	0.1	3	1	.	-4	-167	-1.7
CCOC(=O)Cc1cc(=O)[nH]c(=O)[nH]1	17	32	-4	-1.7	2	1	.	1	-6	-0.2
CCOC(=O)C1C(c2cc(OC)c(O)c(OC)c2)NC(=S)NC1(O)C(F)(F)F (stereo not given)	4	10	0	2.5	8	-1	4.0	1	0	-0.2
CCOc1ccc(NC(=O)COC(=O)c2cccnc2)cc1	-13	18	-14	1.1	5	-1	-6.9	-4	-7	-1.5
c1ccc(C(c2nnnn2C2CCCC2)N2CCCCCC2)nc1 (stereo not given)	-6	3	-13	-0.6	4	8	0.9	3	6	-3.2

Of the compounds above, 2 have bromine:
SMILES	CCHF vOTU inh	VHR inh abs	BoNT F protease	Mtb UGM inh	GDH-TPI counter	Mtb FBA inh	Mtb BioA inh	Rv3671c inh	MazF activator	FadD28 binding
COc1ccc(NC(=O)C2CCC2)cc1S(=O)(=O)Nc1cc(C)ccc1Br	13	.	2	1.3	-6	-3	0.3	-25	-7	-4.1
Cc1nc(NC(=O)c2ccc(-c3cc4ccccc4oc3=O)cc2)ccc1Br	3	0	-8	0.1	3	1	.	-4	-167	-1.7

Further compounds follow:
SMILES	CCHF vOTU inh	VHR inh abs	BoNT F protease	Mtb UGM inh	GDH-TPI counter	Mtb FBA inh	Mtb BioA inh	Rv3671c inh	MazF activator	FadD28 binding
Cc1ccccc1OCc1nc(-c2ccc(NC(=O)c3ccc4c(c3)OCO4)cc2)no1	5	-12	-22	-0.5	13	9	0.1	-7	-17	0.3
CCOc1ccccc1-c1nc(-c2ccc(C)nc2OC)no1	-1	29	-3	2.7	-2	4	0.4	-13	3	-2.6
Cc1onc(-c2c(F)cccc2Cl)c1C(=O)Oc1ccccc1	-6	.	0	.	.	-2	.	.	.	-2.1
CCOC(=O)c1[nH]ncc1CN1CCCC(C(=O)c2ccc(OC)c(OC)c2)C1 (stereo not given)	-8	9	-3	0.4	-3	1	2.4	-5	-1	0.3
COc1ccc(N=C/C=C2/C=C(c3ccccc3)OC(C)(C)O2)cc1	-13	4	-7	-0.3	9	1	2.9	5	2	3.7
